Source: PubChem BioAssay
Wnt bcat act: Wnt/beta-catenin pathway activators, primary screen, cell-based, plate reader, single point | Wnt/beta-catenin reporter cell assay, activator | activation, % at 9.35 µM | 1.2% of 300,000 active | AID 743398, 2014; in the data active = activation above about 30%, passing the limit was not always enough; inconclusive = no clear call, values can overlap the other calls;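 also: 0% = neutral control wells and 100% = positive control wells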
MITF act: activators of MITF-driven TRPM1 promoter reporter, primary screen, cell-based, SK-MEL-5, luciferase, single point; SK-MEL-5 TRPM1-promoter luciferase, 24 h; % of positive control, neutral wells = 0; activation, % at 12.5 µM; 0.75% of 300,000 active;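 active = mean activation of at least 80% with every replicate also reaching 80%; inconclusive = mean reaches 80% but some replicate falls short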;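 also: 0% = neutral control wells and 100% = parthenolide positive control wells; values of inactives mirror those of a sister screen read the other way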
HTR5A ag: HTR5A agonists in luminescence cell assay, primary screen, counter-screen for OPRM1-OPRD1 heterodimer agonist project, full-deck HTS | cell-based | activation, % at 9.3 µM | 0.61% of 340,000 active; in the data active = activation mostly above about 9.5%, no sharp cut-off; inactive = mostly below about 7.6%;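 also: 0% = cells with vehicle only and 100% = reference agonist; strong numbers were not always called active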
Target sequence (P47898 whole entry, looked up): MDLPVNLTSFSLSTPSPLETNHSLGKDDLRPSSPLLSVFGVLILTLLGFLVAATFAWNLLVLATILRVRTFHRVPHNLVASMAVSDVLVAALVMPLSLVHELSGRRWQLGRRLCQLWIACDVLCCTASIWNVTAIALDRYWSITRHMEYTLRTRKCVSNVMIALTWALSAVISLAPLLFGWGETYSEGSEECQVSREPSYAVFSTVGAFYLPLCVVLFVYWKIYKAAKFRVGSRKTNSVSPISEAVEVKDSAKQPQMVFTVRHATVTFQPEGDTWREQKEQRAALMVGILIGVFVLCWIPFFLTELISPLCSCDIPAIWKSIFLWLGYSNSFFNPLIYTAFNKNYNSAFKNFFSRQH
CDK5 p35 inh: inhibitors of human CDK5/p35 kinase, primary screen, biochemical, single concentration; inhibition, % at 10 µM; 0.01% of 330,000 active; AID 488839, 2010; Recombinant CDK5/p35, ADP-Glo luminescence, 60 min; Cyclin-dependent kinase 5 (Homo sapiens) + Cyclin-dependent kinase 5 activator 1 (Homo …;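 active = highest replicate inhibition of at least 50% and at least 75% of replicates reaching 50%; inconclusive = only one of the two criteria met; inactive = both criteria failed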;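 also: plate controls were DMSO neutral control for no effect and GW8510 at 10 µM for full effect; many of its hits are not listed in these tables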
Target sequence (Q00535 whole entry, looked up): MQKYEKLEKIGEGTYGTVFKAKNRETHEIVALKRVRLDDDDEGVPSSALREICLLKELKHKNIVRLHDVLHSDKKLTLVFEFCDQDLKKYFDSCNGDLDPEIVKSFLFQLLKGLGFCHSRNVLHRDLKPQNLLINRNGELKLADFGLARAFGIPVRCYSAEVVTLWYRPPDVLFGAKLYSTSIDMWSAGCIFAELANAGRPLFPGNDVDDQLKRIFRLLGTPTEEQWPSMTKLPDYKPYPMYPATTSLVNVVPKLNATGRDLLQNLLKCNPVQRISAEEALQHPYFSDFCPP
Target sequence (Q15078 whole entry, looked up): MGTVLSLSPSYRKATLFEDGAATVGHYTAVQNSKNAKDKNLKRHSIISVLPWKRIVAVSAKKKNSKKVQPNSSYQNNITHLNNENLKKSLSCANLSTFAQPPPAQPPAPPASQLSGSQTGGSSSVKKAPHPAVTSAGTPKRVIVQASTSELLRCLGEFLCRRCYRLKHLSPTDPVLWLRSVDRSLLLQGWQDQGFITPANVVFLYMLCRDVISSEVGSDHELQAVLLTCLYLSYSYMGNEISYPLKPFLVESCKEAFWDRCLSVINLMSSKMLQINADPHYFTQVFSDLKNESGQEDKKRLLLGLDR
NSD2 HMT inh: NSD2 histone methyltransferase inhibitors, primary screen, biochemical, AlphaScreen, single concentration, set 2; Histone-lysine N-methyltransferase NSD2 (Homo sapiens), O96028; NSD2 peptide methylation, 120 min; inhibition, % at 12.5 µM; 0.54% of 310,000 active; in the data active = inhibition above about 50%
V-ATPase pH: regulators of yeast V-ATPase proton pumping, primary screen, pHLuorin cytosolic pH fluorescence; S. cerevisiae; response, % at 10 µM; 0.37% of 350,000 active; in the data active = response mostly above about 7.3%, no sharp cut-off; inactive = mostly below about 5.4%; also: actives read high; inactives centre near 0; some compounds called inactive have numbers as strong as hits; reference of the scale not given here
SR-BI DiI inh: inhibitors of SR-BI mediated HDL lipid uptake, primary screen, ldlA[mSR-BI] cells, fluorescence, single point. AID 488896, 2010. inhibition, % at 12.5 µM. 0.96% of 320,000 active. ldlA[mSR-BI] CHO cells, DiI-HDL uptake fluorescence, 3 h. Scavenger receptor class B member 1 (Mus musculus), Q61009;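 active = mean replicate inhibition of at least 70% and a set share of replicates each scoring 70 or more; inconclusive = meets just one of the two criteria; inactive = fails both criteria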;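 also: 0% = median of neutral control wells and 100% = median of positive control wells; values of inactives mirror those of a sister screen read the other way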
HTR5A inv ag: HTR5A inverse agonists in luminescence cell assay, primary screen, counter-screen for OPRM1-OPRD1 heterodimer inverse agonist project, full-deck HTS; 0.083% of 340,000 active; 5-hydroxytryptamine receptor 5A (Homo sapiens), P47898; HTR5A cell line, inverse agonism; inhibition, % at 9.3 µM; in the data active = inhibition mostly above about 23%, no sharp cut-off; inactive = mostly below about 18%;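 also: 0% = cells with DMSO and 100% = no-cell wells with DMSO; some compounds called inactive have numbers as strong as hits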
dFosB activator: activators of delta FosB homodimer, primary screen, biochemical, fluorescence polarization, TAMRA-CDK5 oligo, single point | activation, % at 25 µM | purified delta FosB; percent of positive-control signal above neutral wells | 0.99% of 340,000 active;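 active = mean activation above about 17%, with every replicate also reaching it, limit read from the data, passing the limit was not always enough; inconclusive = only one of the two conditions met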;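 also: fluorescence polarization rise as delta FosB binds a TAMRA Cdk5 AP-1 oligo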
PvdQ inh: P. aeruginosa PvdQ acylase inhibitors, primary screen, biochemical, fluorescence, plate reader and imaging, single point | 0.063% of 340,000 active | purified PvdQ acylase | PvdQ acylase [Pseudomonas aeruginosa LESB58] | inhibition, % at 10 µM; in the data active = inhibition above about 30%, passing the limit was not always enough; inconclusive = no clear call, values can overlap the other calls;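 also: 0% = vehicle neutral wells and 100% = reference inhibitor wells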
Active calls of the source: *. The order is random, and some 5% of all compounds hit somewhere here.

Screening Cc1nc2ccccn2c1/C(O)=C1\C(=O)C(=O)N(CCN2CCOCC2)C1c1ccncc1 (centres undefined) returned MITF act 6, HTR5A ag 0, CDK5 p35 inh 0.6, NSD2 HMT inh 2, V-ATPase pH 1, SR-BI DiI inh -3, HTR5A inv ag 1, dFosB activator 3 and PvdQ inh -9.
Screening N#Cc1ccc(C2=CC(=O)C[C@H](c3ccc(F)cc3)C2)cc1 returned Wnt bcat act -3, MITF act 15, HTR5A ag -2, CDK5 p35 inh -2.3, V-ATPase pH 1, SR-BI DiI inh 31, HTR5A inv ag -1, dFosB activator -4 and PvdQ inh -10.
Cc1cc(C(=O)CSc2nncs2)c(C)n1-c1ccc2c(c1)OCO2 was read as MITF act 71, HTR5A ag 1, CDK5 p35 inh 1.5, NSD2 HMT inh 5, V-ATPase pH 1, SR-BI DiI inh 0, HTR5A inv ag -2, dFosB activator -4 and PvdQ inh 3.
`O=C(Nc1nccs1)c1cc2sccc2n1Cc1ccc(F)cc1` gave MITF act 11, HTR5A ag 3, CDK5 p35 inh -1.7, NSD2 HMT inh 2, V-ATPase pH 0, SR-BI DiI inh -31, HTR5A inv ag -12, dFosB activator 7 and PvdQ inh 8.
`O=[N+]([O-])c1cccc(/C=C/c2nc(C=Nc3ccccc3)c(O)o2)c1` gave Wnt bcat act -1, MITF act -10, HTR5A ag 1, CDK5 p35 inh -1.7, NSD2 HMT inh 10, V-ATPase pH -3, SR-BI DiI inh 15, HTR5A inv ag 4, dFosB activator -3 and PvdQ inh -10.
`O=C(COc1ccc(F)cc1Br)N1CCN(c2ncccn2)CC1` gave Wnt bcat act -5, MITF act 12, HTR5A ag 6, CDK5 p35 inh -4.7, NSD2 HMT inh -2, V-ATPase pH 3, SR-BI DiI inh -1, HTR5A inv ag 8, dFosB activator -4 and PvdQ inh -12.
For O=C(/C=C/c1ccccc1)c1ccccc1O the results were MITF act 25, HTR5A ag 1, CDK5 p35 inh 1.2, V-ATPase pH 0, SR-BI DiI inh -12, HTR5A inv ag 9, dFosB activator 4 and PvdQ inh 9.
`CCCn1c2ccccc2c2nnc(SCC(=O)Nc3c(C)n(C)n(-c4ccccc4)c3=O)nc21` gave Wnt bcat act -1, MITF act -3, HTR5A ag -3, CDK5 p35 inh 2.6, NSD2 HMT inh -1, V-ATPase pH -2, SR-BI DiI inh 21, HTR5A inv ag 8, dFosB activator -4 and PvdQ inh 8.
For COc1ccc(OC)c(C(C(=O)NCc2ccco2)N(C(=O)Cn2nnc3ccccc32)C2CC2)c1 (centres undefined) the results were MITF act 8, HTR5A ag 3, CDK5 p35 inh -1.4, NSD2 HMT inh -1, V-ATPase pH 1, SR-BI DiI inh 7, HTR5A inv ag -8, dFosB activator -9 and PvdQ inh -12.
For CC(=O)Nc1ccc(NC(=O)c2sc(-c3ccccc3)nc2C)cc1 the results were Wnt bcat act -7, MITF act 9, HTR5A ag 0, CDK5 p35 inh 0.2, NSD2 HMT inh -3, V-ATPase pH 2, SR-BI DiI inh 31, HTR5A inv ag 1, dFosB activator 4 and PvdQ inh -14.
`O=C(/C=C/c1ccco1)Nc1nc(-c2ccccc2)cs1` gave Wnt bcat act 37*, MITF act 54, HTR5A ag 1, CDK5 p35 inh -0.3, NSD2 HMT inh -3, V-ATPase pH -2, SR-BI DiI inh 6, HTR5A inv ag 2, dFosB activator -1 and PvdQ inh -4.
CN(C)P(=NC(=O)COc1ccc(Cl)cc1Cl)(N(C)C)N(C)C was read as Wnt bcat act -2, MITF act 1, HTR5A ag 5, CDK5 p35 inh -0.2, NSD2 HMT inh 6, V-ATPase pH 9, SR-BI DiI inh -8, HTR5A inv ag -7, dFosB activator -4 and PvdQ inh -8.
For Cc1ccc(S(=O)(=O)C2(C(=O)Nc3ccc4c(c3)OCO4)CC2)cc1 the results were Wnt bcat act -5, HTR5A ag 10, CDK5 p35 inh -2.3, V-ATPase pH -5, SR-BI DiI inh -5, HTR5A inv ag -28, dFosB activator -1 and PvdQ inh -5.
O=c1[nH]c(=O)c2[nH]c(=O)n(-c3ccccc3)c2[nH]1 was read as Wnt bcat act -6, MITF act 4, HTR5A ag 3, CDK5 p35 inh 0.7, V-ATPase pH -7, SR-BI DiI inh -21, HTR5A inv ag -10, dFosB activator 0 and PvdQ inh 12.
Screening Cc1ccc(CN2CCN(CC3CC4C=CC3C4)CC2)cc1 (centres undefined) returned Wnt bcat act -4, MITF act 2, HTR5A ag -3, CDK5 p35 inh -0.3, NSD2 HMT inh 5, V-ATPase pH 1, SR-BI DiI inh -17, HTR5A inv ag 7, dFosB activator -2 and PvdQ inh -12.
`Cc1ccccc1CN(c1ccc(C(=O)Nc2ccccc2C(=O)N2CCCC2)cc1)S(C)(=O)=O` gave HTR5A ag -1, CDK5 p35 inh 0.1, NSD2 HMT inh -3, V-ATPase pH -6, SR-BI DiI inh 3, HTR5A inv ag 2, dFosB activator -9 and PvdQ inh 1.
For CC(=O)Nc1ccc2ccc3cccc4ccc1c2c34 the results were MITF act 10, HTR5A ag 4, CDK5 p35 inh -0.6, NSD2 HMT inh 0, V-ATPase pH 3, SR-BI DiI inh 30, HTR5A inv ag -14, dFosB activator -5 and PvdQ inh -12.
For C=CCN1CN(S(=O)(=O)c2cccc(Cl)c2)c2nc3ccccc3nc21 the results were Wnt bcat act 2, MITF act 2, HTR5A ag -3, CDK5 p35 inh -1.4, NSD2 HMT inh -2, V-ATPase pH -4, SR-BI DiI inh 8, HTR5A inv ag -17, dFosB activator -5 and PvdQ inh 4.
Screening O=C(NNC(=S)Nc1ccc(Cl)cc1Cl)c1ccncc1 returned Wnt bcat act 0, MITF act -2, HTR5A ag 0, CDK5 p35 inh 2.1, NSD2 HMT inh 1, V-ATPase pH -1, SR-BI DiI inh -14, HTR5A inv ag 17, dFosB activator -6 and PvdQ inh -3.
`Cc1c2cnn(CC(=O)NCc3ccccn3)c(=O)c2c(C)n1Cc1ccc(Cl)cc1` gave Wnt bcat act -1, MITF act -1, HTR5A ag 0, CDK5 p35 inh -0.4, NSD2 HMT inh 10, V-ATPase pH -2, SR-BI DiI inh 7, HTR5A inv ag -10, dFosB activator -2 and PvdQ inh -9.
`COc1ccc(S(=O)(=O)NCC2CCC(C(=O)NCCC(C)C)CC2)cc1` (centres undefined) gave Wnt bcat act -1, MITF act 13, HTR5A ag -3, CDK5 p35 inh -0.5, NSD2 HMT inh -1, V-ATPase pH 3, SR-BI DiI inh -19, HTR5A inv ag 10, dFosB activator -3 and PvdQ inh -13.
Screening Cc1onc(-c2ccccc2Cl)c1C(=O)Nc1sc2c(c1C#N)CCC2 returned HTR5A ag 2, CDK5 p35 inh -1.1, NSD2 HMT inh 2, V-ATPase pH 0, SR-BI DiI inh 38, HTR5A inv ag -7, dFosB activator -2 and PvdQ inh 7.
`O=[N+]([O-])c1ccc(S(=O)(=O)N(CCCN2CCOCC2)Cc2cccs2)cc1` gave Wnt bcat act -4, MITF act 4, HTR5A ag 4, CDK5 p35 inh -1.5, NSD2 HMT inh 0, V-ATPase pH 1, SR-BI DiI inh -10, HTR5A inv ag -26, dFosB activator -7 and PvdQ inh -14.
Screening CC(=O)c1ccc(NC(=O)c2cc(Cl)sc2Cl)cc1 returned Wnt bcat act inconclusive, MITF act 72, HTR5A ag 0, CDK5 p35 inh 1.0, NSD2 HMT inh -2, V-ATPase pH 4, SR-BI DiI inh -5, HTR5A inv ag 0, dFosB activator -13 and PvdQ inh 1.
Screening COc1ccc(-n2c(COc3ccc(C)cc3)n[nH]c2=S)cc1 returned Wnt bcat act 1, MITF act -11, HTR5A ag -2, CDK5 p35 inh 0.9, NSD2 HMT inh 22, V-ATPase pH -2, SR-BI DiI inh 20, HTR5A inv ag 9, dFosB activator -12 and PvdQ inh -13.
NNC(=O)c1sc(-c2ccc(Cl)cc2)cc1N was read as Wnt bcat act 23, MITF act 48, HTR5A ag 4, CDK5 p35 inh -2.6, NSD2 HMT inh -3, V-ATPase pH -3, SR-BI DiI inh 110*, HTR5A inv ag -17, dFosB activator -6 and PvdQ inh -4.
CC1(C)Cc2cccc(OCC(=O)Nc3cccnc3Cl)c2O1 was read as MITF act -2, HTR5A ag 10, CDK5 p35 inh -1.2, NSD2 HMT inh -2, V-ATPase pH 0, SR-BI DiI inh -2, HTR5A inv ag -54, dFosB activator -5 and PvdQ inh -19.
Screening CCc1ccccc1NC(=O)CN(C)C(=O)CSc1nn(-c2ccccc2)c(=S)s1 returned MITF act -3, HTR5A ag 0, CDK5 p35 inh -0.9, NSD2 HMT inh 0, V-ATPase pH 4, SR-BI DiI inh -20, HTR5A inv ag -17, dFosB activator -3 and PvdQ inh -8.
`O=c1[nH]c(NNC(=S)NCc2ccccc2)nc2c1C1(CCCCC1)Cc1ccccc1-2` gave MITF act -5, HTR5A ag 5, CDK5 p35 inh -0.2, NSD2 HMT inh -1, V-ATPase pH -1, SR-BI DiI inh 31, HTR5A inv ag -13, dFosB activator 9 and PvdQ inh 11.
For Cc1cc(NCCCN2CCOCC2)n2nc(C)c(-c3ccccc3)c2n1 the results were MITF act 10, HTR5A ag -6, CDK5 p35 inh -1.5, NSD2 HMT inh 2, V-ATPase pH 2, SR-BI DiI inh 2, HTR5A inv ag 15, dFosB activator -9 and PvdQ inh -5.

Molecules from the list above that contain a cyano group, in the order listed:
Screening N#Cc1ccc(C2=CC(=O)C[C@H](c3ccc(F)cc3)C2)cc1 returned Wnt bcat act -3, MITF act 15, HTR5A ag -2, CDK5 p35 inh -2.3, V-ATPase pH 1, SR-BI DiI inh 31, HTR5A inv ag -1, dFosB activator -4 and PvdQ inh -10.
Screening Cc1onc(-c2ccccc2Cl)c1C(=O)Nc1sc2c(c1C#N)CCC2 returned HTR5A ag 2, CDK5 p35 inh -1.1, NSD2 HMT inh 2, V-ATPase pH 0, SR-BI DiI inh 38, HTR5A inv ag -7, dFosB activator -2 and PvdQ inh 7.
